HT1080 IDH1KD tx: HT-1080 IDH1 knockdown cell toxicity (counter line); actives 2% (n = 360,000); Potency, µM (top dose mostly 46.1 µM), for the others: at the highest dose activity, negative = toxicity, hits mostly cytotoxic; HT-1080 IDH1 knockdown viability, ATP luminescence, 48 h; AID 686971;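 further: potency means the concentration at half of the fitted maximal effect; 0% = DMSO wells and -100% = cell-free medium wells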
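% activity derives from luminescence (CellTiter-Glo), normalised to DMSO and no-cell wells. HT-1080-IDH1KD cells, 750/well, had 48 h compound exposure at 37 °C.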
WRN inhibitor: inhibitors of human WRN helicase | AID 651768 | Potency, µM (top dose mostly 114 µM), without a hit: at the highest dose activity change, negative = inhibition, usual class: inhibitors | WRN helicase unwinding, fluorescent forked duplex, kinetic | actives 0.46% (n = 360,000); further: potency means the concentration at half of the fitted maximal effect; on the % scale 0 is the no-effect control and ±100 the full control effect; nearly all actives have a fitted effect of over 55% in size
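Kinetic red-fluorescence monitoring (525/598 nm) tracks WRN helicase activity after 100 nM fluorophore-quencher forked duplex and 2 mM ATP are added to 20 nM enzyme pretreated 15 min at room temperature with compound.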
KB-V1 MDR tox: kills drug-selected multidrug resistant KB-V1 cells | KB-V1 MDR cells viability, CellTiter-Glo, 72 h | Potency, µM (titrated, usually from 46.1 µM), without a hit: top-dose activity change, negative = cytotoxicity, hits mostly cytotoxic | actives 3.4% (n = 400,000) | AID 1347076; further: potency means the concentration at half of the fitted maximal effect; on the % scale 0 is the no-effect control and ±100 the full control effect; nearly all actives have a fitted effect of over 60% in size
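Compound-treated KB-V1 multidrug-resistant cells, 72 h, 37 degrees C; viability by CellTiter-Glo. Fitted qHTS curves give the values.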
HT1080-NT tox: kills 2HG-producing HT-1080-NT fibrosarcoma cells; HT-1080-NT fibrosarcoma viability, CellTiter-Glo ATP luminescence, 48 h; actives 1.6% (n = 360,000); AID 686970; Potency, µM (highest dose often 46.1 µM), for the others: top-dose activity, negative = less viability, actives largely listed as cytotoxic;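 further: NT is the 2HG producing partner of a matched IDH1 knockdown line; potency means the concentration at half of the fitted maximal effect; 0% = DMSO-treated cells and -100% = media-only wells without cells; nearly all actives have a fitted effect of over 55% in size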
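Fibrosarcoma NT cells, 750 per well in 5% FBS RPMI, were exposed to compound for 48 hours. Viability: CellTiter-Glo luminescence.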
ATXN2 expr inh: ATXN2 expression inhibition | actives 0.72% (n = 360,000) | Potency, µM (titrated, usually from 57 µM), for the others: top-dose activity change, negative = inhibition, usual class: inhibitors | HEK-293 ATXN2-luciferase reporter, luminescence, 24 h; further: potency means the concentration at half of the fitted maximal effect; on the % scale 0 is the no-effect control and ±100 the full control effect; nearly all actives have a fitted effect of over 55% in size
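qHTS (up to 57 uM final) was run with 24 h compound exposure of reporter cells at 37 °C. Each well was multiplexed: SteadyGlo luminescence measured ATXN2-luciferase expression after a fluorogenic Gly-Phe-AFC viability readout (25 uM final).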
KB-3-1 cytotox: KB-3-1 parental cell cytotoxicity; KB-3-1 viability, CellTiter-Glo ATP luminescence, 72 h; Potency, µM (top dose mostly 46.1 µM), inactives show at the highest dose activity change, negative = cytotoxic, hits mostly cytotoxic; actives 1.4% (n = 400,000); further: potency means the concentration at half of the fitted maximal effect; on the % scale 0 is the no-effect control and ±100 the full control effect; nearly all actives have a fitted effect of over 60% in size
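KB-3-1 parental drug-naive adenocarcinoma cells in DMEM/10% FBS, incubated 72 h at 37 C with pin-transferred compounds across a concentration series. Viability by CellTiter-Glo luminescence; concentration-response curves fitted after normalization.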
IL-1B inflam inh: inhibitors of inflammasome signaling (IL-1 beta secretion) | THP-1 LPS/ATP IL-1B secretion, AlphaLISA, 16 h; stronger effect = lower value | activity change, % at 57.5 µM | actives 4.7% (n = 360,000) | AID 743279; in the data active means activity change below about -50%; inconclusive means mostly about -30% to -49%; further: on the % scale 0 is the no-effect control and ±100 the full control effect
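THP-1 cells pretreated 1 hr with compounds (up to 57.5 uM final), then stimulated with LPS (250 ng/mL final) plus ATP (1.25 mM final); secreted IL-1B measured by AlphaLISA after 16 hr, decreased signal indicating inhibition.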
MCF10A rereplic: DNA re-replication induction in MCF 10a cells; MCF 10A DNA re-replication, Hoechst nuclear intensity, 48 h; Potency, µM (highest dose often 46.1 µM), inactives show at the top dose activity, positive = re-replication, most hits filed as activators; actives 2.9% (n = 350,000); further: potency means the concentration at half of the fitted maximal effect; % of control where 0% means no effect; nearly all actives have a fitted effect of over 50% in size
SW480 rerep: DNA re-replication induction in SW480 cells. AID 624297. Potency, µM (doses to about 46.1 µM), without a hit: at the top dose re-replication activation, actives largely listed as activators. actives 1.8% (n = 340,000). SW480 DNA re-replication, Hoechst DNA content imaging, 48 h; further: potency means the concentration at half of the fitted maximal effect; % of control where 0% means no effect; nearly all actives have a fitted effect of over 55% in size
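First, 250 cells per well were seeded. Next, compound or vehicle (23 nL) was pinned in, plates sat 48 hr at 37 C. Finally Hoechst was added for 40 min before fluorescence scanning.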
* marks the source's active call; other numbers are inactive results; u = inconclusive; x = not tested or not shown; [ ] = remark or other dose. Unless noted, the call rests on the fitted dose curve; in most records, active means well fitted curve in the direction sought with a large enough effect; inconclusive means small, poorly fitted or top-dose-only effect, or another doubt; inactive means no such curve, though single readings can be large; an effect the other way counts as inactive or inconclusive.

Under each structure: HT1080 IDH1KD tx, WRN inhibitor, KB-V1 MDR tox, HT1080-NT tox, ATXN2 expr inh, KB-3-1 cytotox, IL-1B inflam inh, MCF10A rereplic, SW480 rerep
COc1ccccc1CNC(=O)C1CCN(S(=O)(=O)c2ccc3c(c2)NC(=O)CO3)CC1
→ 0.4%, -6.4%, 3.7%, 1.0%, x, 0.1%, -3.6, -5.3%, -20.0%
C[C@H](CO)N1C[C@H](C)[C@@H](CN(C)Cc2ccc(C(=O)O)cc2)Oc2ccc(NS(C)(=O)=O)cc2C1=O
→ 13.6%, -4.7%, 0.0%, -0.3%, 7.7%, 0.0%, 18.1, 0.8%, -15.1%
CCOC(=O)c1cnn(CCOC(=O)c2ccc(F)cc2)c1NC(=O)c1ccc(F)cc1
→ -6.0%, 2.7%, 0.0%, 2.0%, -21.9%, 0.7%, -9.0, 14.5%, -7.5%
CN(C(=O)COC(=O)CSc1ccc(C(N)=O)cc1[N+](=O)[O-])C1CCS(=O)(=O)C1 (stereo not drawn)
→ -4.7%, -17.4%, -6.9%, 0.6%, -5.4%, -8.6%, 3.1, -0.3%, -2.8%
O=C(NCC1CCCO1)c1ccc(COc2ccccc2)o1 (stereo not drawn)
→ 20.7%, -30.0%, 0.0%, 11.4%, 3.1%, 3.9%, 0.3, -1.6%, -2.1%
O=C(CC1Sc2ccccc2NC1=O)c1ccc(Br)cc1 (stereo not drawn)
→ -1.3%, 2.6%, u, 7.7%, 26.8%, -0.7%, -0.3, -2.1%, -2.9%
Cn1cc(C(=O)NC2CCCCC2)c(=O)c2cc(S(=O)(=O)N3CCCC3)ccc21
→ 12.8%, 6.4%, 9.2µM*, 0.0%, 2.4%, -10.5%, -1.3, -2.1%, -1.5%
O=C(NC(Cc1ccc(F)cc1)C(=O)O)c1ccccc1 (stereo not drawn)
→ 11.3%, 12.6%[57.1 µM], u, 18.9%, 4.8%, 3.0%, 6.3, -1.4%, 0.7%
CC1(C(=O)NCCC(F)(F)F)Cc2c(-c3cccc(C(F)(F)F)c3)ccnc2O1 (stereo not drawn)
→ 5.8µM*, -2.2%, u, 20.6µM*, -16.9%, u, 0.0, x, x
COc1cccc(CC(=O)OC(C)C(=O)NCc2ccc3c(c2)OCO3)c1 (stereo not drawn)
→ 14.2%, 0.4%, 0.0%, 8.8%, 1.6%, 9.4%, 2.6, -23.1%, -26.2%
O=C(N/N=C/c1ccc(F)cc1)c1cccc(NC(=O)c2ccccc2Cl)c1
→ -27.5%, -0.1%, -3.5%, -11.0%, 5.0%, 3.1%, 22.9, 28.8%, 24.9%
Brc1ccccc1-n1nnc(-c2cnc3ccccc3c2)n1
→ -8.7%, -7.5%, -2.9%, -10.6%, 10.8%, -5.3%, -17.9, -15.9%, 26.4%[9.22 µM]
N#Cc1c(/N=C/c2ccc(-c3ccccc3C(=O)O)o2)sc2c1CCCC2
→ -2.8%, -27.5%, -0.3%, 2.8%, 140.4%[activator], 0.0%, 11.1, -9.1%, 0.1%
CCC(=O)Nc1ccc2nc(C)n(Cc3ccccc3Cl)c(=O)c2c1
→ 0.3%, 6.4%, -10.8%, -2.5%, -10.9%, 15.5%, -1.9, -0.1%, -2.2%
COc1ccccc1-c1cc(C(F)(F)F)n2ncc(S(=O)(=O)c3ccccc3)c2n1
→ -2.7%, -15.5%, 0.0%, 0.7%, 3.2%, -9.5%, -6.2, 24.5%, 23.1µM*
Cc1ccc(-c2nnc(COC(=O)c3cc(=O)[nH]c4ccccc34)o2)cc1
→ 13.0%, -8.0%, 0.0%, 10.4%, -1.9%, 1.4%, 0.0, 2.3%, -1.0%
Cc1ccnc(NC(=O)Cc2ccc([N+](=O)[O-])cc2)c1
→ -5.3%, -9.4%, u, -4.9%, 17.0%[11.3 µM], -2.6%, -28.9, 10.8%, 2.6%
COc1cc(/C=C/C(=O)c2ccc(F)cc2)cc(OC)c1OC
→ 18.4µM*, -5.7%, u, 23.1µM*, -23.2%, -1.9%, -74.0*, u, 18.4µM*
Cc1cc2ccccc2n2c(SCC(=O)Nc3ccc(S(=O)(=O)N4CCCCC4)cc3)nnc12
→ -7.6%, -2.9%, 17.3%, -0.5%, 3.6%, -14.3%, 1.3, 7.5%, 13.2%
Cc1cc(/C=C(\C#N)C(=O)O)c(C)n1C1CC1
→ -0.9%, 2.7%, 26.3%, 10.3%, u, 6.5%, -5.2, 5.5%, -1.7%
Cc1ccc(C(=O)N2CCN=C2SCc2ccc([N+](=O)[O-])cc2)cc1
→ -13.5%, -1.7%, u, -4.8%, u, u, u, 11.0%, -4.9%
CCCCNC(=O)CC1C(=O)N(Cc2ccccc2)C(C)c2nc3ccccc3n21 (stereo not drawn)
→ -2.5%, -0.9%, 2.2%, -6.9%, -10.4%, 1.3%, -0.6, -3.7%, -2.9%
O=C(NCC1CCCO1)c1cc(-c2ccncc2)nc2ccc(S(=O)(=O)N3CCOCC3)cc12 (stereo not drawn)
→ 6.3%, -2.8%, 12.4%, 13.9%, 2.3%, 6.7%, -8.4, 2.0%, -11.9%
CCOC(=O)CSc1nc(C)c2ccc(C)cc2n1
→ 3.1%, 2.1%, -4.4%, 3.3%, 23.4%, 6.3%, 35.3, 6.9%, -26.0%
O=C(O)C1C(c2ccccc2)C(C(=O)OCc2ccco2)C1c1ccccc1 (stereo not drawn)
→ 2.5%, -26.6%, 0.8%, 9.5%, -2.4%, 4.0%, 6.4, 6.7%, -3.7%
Cc1nc(-c2cccc(NS(=O)(=O)c3ccc4ccccc4c3)c2)cs1
→ 12.6%, -6.7%, 18.4%, 16.0%, x, 16.8%, 2.6, -0.4%, -11.0%
COc1ccc([N+](=O)[O-])cc1NC(=O)CCN1CCN(CCO)CC1
→ 6.7%, -1.1%, 4.2%, 7.6%, -0.3%, 2.0%, 10.3, 0.1%, -1.1%
COC(=O)/C(=N/Nc1ccccc1OC)N1CCCc2ccccc21
→ -24.2%, -9.7%, -4.2%, -28.4%, 0.0%, -26.4%, -2.5, -2.6%, 8.2%
Cc1ccc(N(CN2C(=O)NC(C)(C)C2=O)CN2C(=O)NC(C)(C)C2=O)cc1
→ 14.9%, 4.7%, 7.3%, 18.6%, 19.0%, 13.9%, 1.6, 1.5%, 2.3%
CCOC(=O)CNC(=O)c1cccnc1
→ 4.5%, -1.2%, 8.4%, 9.4%, -3.0%, 0.3%, 10.9, -4.0%, -0.7%
Cc1cccc(C)c1NC(=O)C(C)c1ccc(-c2ccccc2)c(F)c1 (stereo not drawn)
→ -23.9%, -0.6%, 0.0%, -18.8%, -17.9%, 0.0%, -4.5, u, -2.9%[9.22 µM]
CC1CCCN(CCCNC(=O)c2ccc(N3CCCC3=O)cc2)C1 (stereo not drawn)
→ 12.5%, -3.9%, 22.0%, 1.7%, 17.2%, 13.8%, 14.7, 0.4%, 0.2%
COc1cc(SC)ccc1C(=O)OCC(=O)N1CC(=O)Nc2ccccc21
→ -3.9%, -3.6%, 0.0%, -2.1%, 4.7%, -2.3%, -24.0, 0.5%, 1.5%
Cc1ccc(C(=O)N2CCN(c3cccc(C)c3C)CC2)cc1S(=O)(=O)N1CCOCC1
→ -9.1%, -26.1%, -25.7%, -2.2%, -23.4%, u, -2.2, u, 10.6%
O=C(NC1CC1)c1cccc(NC(=O)C2CCC2)c1
→ 13.5%, 2.5%, u, 1.4%, 6.4%, 3.7%, 7.2, -1.3%, -4.0%[9.22 µM]
COc1ccccc1NC(=O)CC(c1ccc(OC(C)C)cc1)c1ccccc1OC (stereo not drawn)
→ 6.7%, -4.8%, 4.61µM*, 10.0%, 3.5%, -20.6%, 10.4, u, u
CCc1ccccc1NCc1cc(=O)oc2cc(C)ccc12
→ -19.2%, 12.6%, -14.6%, -8.6%, -3.7%, 4.1%, 17.4, 15.7%, 7.1%
COc1cc(C)c(C)cc1S(=O)(=O)n1c(C)nc2ccccc21
→ 4.1%, -10.7%, 8.6%, 9.4%, -7.9%, 16.1%, 14.7, 8.6%, 5.4%

Four entries from above, as labelled records.
C[C@H](CO)N1C[C@H](C)[C@@H](CN(C)Cc2ccc(C(=O)O)cc2)Oc2ccc(NS(C)(=O)=O)cc2C1=O
  HT1080 IDH1KD tx: 13.6%
  WRN inhibitor: -4.7%
  KB-V1 MDR tox: 0.0%
  HT1080-NT tox: -0.3%
  ATXN2 expr inh: 7.7%
  KB-3-1 cytotox: 0.0%
  IL-1B inflam inh: 18.1
  MCF10A rereplic: 0.8%
  SW480 rerep: -15.1%

CC1(C(=O)NCCC(F)(F)F)Cc2c(-c3cccc(C(F)(F)F)c3)ccnc2O1 (stereo not drawn)
  HT1080 IDH1KD tx: 5.8µM*
  WRN inhibitor: -2.2%
  KB-V1 MDR tox: u
  HT1080-NT tox: 20.6µM*
  ATXN2 expr inh: -16.9%
  KB-3-1 cytotox: u
  IL-1B inflam inh: 0.0
  MCF10A rereplic: x
  SW480 rerep: x

Cc1nc(-c2cccc(NS(=O)(=O)c3ccc4ccccc4c3)c2)cs1
  HT1080 IDH1KD tx: 12.6%
  WRN inhibitor: -6.7%
  KB-V1 MDR tox: 18.4%
  HT1080-NT tox: 16.0%
  ATXN2 expr inh: x
  KB-3-1 cytotox: 16.8%
  IL-1B inflam inh: 2.6
  MCF10A rereplic: -0.4%
  SW480 rerep: -11.0%

CCOC(=O)c1cnn(CCOC(=O)c2ccc(F)cc2)c1NC(=O)c1ccc(F)cc1
  HT1080 IDH1KD tx: -6.0%
  WRN inhibitor: 2.7%
  KB-V1 MDR tox: 0.0%
  HT1080-NT tox: 2.0%
  ATXN2 expr inh: -21.9%
  KB-3-1 cytotox: 0.7%
  IL-1B inflam inh: -9.0
  MCF10A rereplic: 14.5%
  SW480 rerep: -7.5%

Screening results from PubChem.
